RAD54 branch: inhibitors of human RAD54 branch migration, primary screen, biochemical, fluorescence, single point. RAD54 Holliday junction branch migration, FAM/BHQ fluorescence. inhibition, % at 10.4 µM. 360,000 compounds, 0.14% hits;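 active means mean normalized replicate activity at least 40 and at least half of replicates scoring 40 or more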;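 further: 0% = median of neutral control wells and 100% = median of positive control wells; inhibitors cause a drop in the FAM fluorescence signal; in these data hits start at about 50%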
Target sequence (Q92698 whole entry, looked up): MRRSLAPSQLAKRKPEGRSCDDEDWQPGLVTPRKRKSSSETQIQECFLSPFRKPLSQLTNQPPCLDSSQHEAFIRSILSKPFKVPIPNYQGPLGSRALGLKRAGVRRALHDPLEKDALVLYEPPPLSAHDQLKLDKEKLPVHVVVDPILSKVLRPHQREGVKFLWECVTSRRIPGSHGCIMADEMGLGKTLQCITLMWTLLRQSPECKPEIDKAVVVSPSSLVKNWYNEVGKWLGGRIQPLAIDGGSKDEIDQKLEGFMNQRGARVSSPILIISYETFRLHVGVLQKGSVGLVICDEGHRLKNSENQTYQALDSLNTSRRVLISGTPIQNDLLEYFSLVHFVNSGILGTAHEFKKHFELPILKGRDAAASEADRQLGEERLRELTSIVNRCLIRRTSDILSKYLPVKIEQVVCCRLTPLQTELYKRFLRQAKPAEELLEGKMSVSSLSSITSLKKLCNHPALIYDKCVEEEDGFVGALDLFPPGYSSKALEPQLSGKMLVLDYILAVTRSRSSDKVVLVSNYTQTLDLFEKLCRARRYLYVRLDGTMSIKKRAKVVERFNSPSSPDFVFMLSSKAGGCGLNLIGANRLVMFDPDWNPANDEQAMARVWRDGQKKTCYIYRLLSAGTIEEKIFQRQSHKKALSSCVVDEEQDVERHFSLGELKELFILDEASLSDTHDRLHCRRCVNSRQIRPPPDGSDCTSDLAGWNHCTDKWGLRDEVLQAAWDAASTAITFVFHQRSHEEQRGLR
The depositor's hits bear a star.

| mol | RAD54 branch |
| --- | --- |
| O=C1CC(c2cccs2)Sc2nc3ccccc3n21 (centres undefined) | 6.7 |
| CCC(=O)N1CCc2cc(S(=O)(=O)CCC(=O)Nc3ccc(C)c(F)c3)ccc21 | -13.9 |
| CSc1nc(C)cc(OCCNS(=O)(=O)c2cc(C)ccc2C)n1 | -13.6 |
| CC1CCc2cc(F)cc3c(O)c(C(=O)NCc4ccco4)c(=O)n1c23 (centres undefined) | 7.6 |
| COc1cccc(CN2CCC(n3nccc3NC(=O)CCOc3ccccc3)CC2)c1O | 0.3 |
| Cc1ccc(C)c2[nH]c(=O)c(CN(CCCN(C)C)C(=O)NCc3ccccc3)cc12 | 3.8 |
| CC1(O)C(=O)c2ccccc2N(c2ccccc2)C1=O (centres undefined) | 3.1 |
| O=C1/C(=C\c2ccc(Br)o2)SC(=Nc2ccccc2)N1c1ccccc1 | -4.2 |
| CCOCC(=O)Nc1ccc(C)c(Cl)c1 | 4.1 |
| CC(=O)Nc1ccc(S(=O)(=O)n2cnc3ccccc32)cc1 | -5.7 |
| CC1=CC(C)C(/C=N/n2cnnc2)C(C)C1 (centres undefined) | -11.9 |
| c1cc(Nc2ncnc3sccc23)cc(-c2nnc3n2CCCCC3)c1 | 0.1 |
| COc1ccccc1NC(=O)CSc1nnc(Cn2cnc3ccccc32)n1C | 0.7 |
| Cc1nc(NC(=O)C23CC4CC(CC(C4)C2)C3)sc1Cc1ccc2c(c1)OCO2 | 5.4 |
| CN1CCN(C(=O)C(C(=O)c2ccc(F)cc2)n2ccccc2=O)CC1 (centres undefined) | 4.9 |
| Cc1cc(NC(=O)CSc2nc(C(C)C)nc3ccccc23)no1 | 4.5 |
| Cc1ccc(C)c(NC(=S)NC(NC(=O)/C=C/c2ccccc2)C(Cl)(Cl)Cl)c1 (centres undefined) | -2.3 |
| CC(=NC1CC1)c1c(-c2ccccc2)[nH]n(-c2nc3ccccc3s2)c1=O | 0.0 |
| CCN1C(=NCc2ccc(OC)cc2)N[C@@H](CCc2ccccc2)[C@H](C(=O)NCc2ccc(OC)cc2)[C@H]1C | 9.1 |
| COc1ccc(Cc2nnn(CC(=O)O)n2)cc1 | 4.7 |
| O=C(CCSc1ccccc1)NCC1CCCO1 (centres undefined) | -21.5 |
| Cc1cc(C(=O)OCC(=O)Nc2ccc(F)cc2)c(C)o1 | -9.1 |
| CCN(CC)CC(=O)c1ccc(-c2ccccc2)cc1 | 8.0 |
| Fc1cccc(-n2ncc(-c3nnnn3-c3ccccc3)c2C(F)(F)F)c1 | 0.2 |
| Clc1ccc2nc(N3CCCCC3)[nH]c2c1 | 6.8 |
| O=C(Nc1cccc(C(=O)N2CCOCC2)c1)c1cncc(Br)c1 | 0.8 |
| CCOC(=O)c1sc(NC(=O)c2ccc(C)s2)cc1C | -3.3 |
| Cc1nn(-c2ccccc2)c2sc(C(=O)n3cccn3)cc12 | -15.5 |
| Clc1ccc(SCc2cn3ccsc3n2)cc1 | 2.7 |
| CS(=O)(=O)N(CCc1ccccc1)CC(=O)Nc1ccc(OCc2ccccc2)cc1 | 14.5 |
| O=C1Nc2ccc(S(=O)(=O)N3CCOCC3)c3cccc1c23 | -7.1 |
| c1ccc(Nc2nc(-c3cccnc3)cs2)nc1 | -6.2 |
| Cc1cccc(NC(=O)CCCN2C(=O)c3cccc4cccc(c34)C2=O)c1 | -3.5 |
| O=C(Nc1nnc(-c2ccccc2SCc2ccccc2)s1)Nc1ccccc1F | 2.5 |
| FC(F)(F)c1ccc(N2CCN(Cc3ccc4c(c3)OCO4)CC2)nc1 | -7.2 |
| Cc1cc(=O)oc2cc(NC(=O)C3CC(=O)N(Cc4ccccc4)C3)ccc12 (centres undefined) | -0.4 |
| N#Cc1cc2c(nc1SCC(=O)Nc1sc3c(c1C#N)CCC3)CCCCCC2 | 5.6 |
| CCOc1nc(Nc2ccc(OC)c(Cl)c2)nc(OCC)n1 | 16.6 |
| CC(=O)c1c(C)oc(C)c1CSCc1ccc(C(=O)O)o1 | 0.0 |
| CCCCn1nc(NC(=O)c2cccs2)c2cc3cc(OC)ccc3nc21 | -0.6 |
| Cc1nn(CC(C)C)c(=S)[nH]c1=O | -6.0 |
| COC(=O)c1cccc(NC(=O)C2C3CCC(C3)C2C(=O)O)c1 (centres undefined) | -4.2 |
| Cc1nc(SCC(=O)NCc2ccccc2)c2oc3ccccc3c2n1 | 11.1 |
| Brc1ccc(C2C3=C(Nc4ncnn42)c2ccccc2OC3c2ccncc2)cc1 (centres undefined) | 2.8 |
| O=C(COc1ccc([N+](=O)[O-])cc1)NCCC1=CCCCC1 | -1.3 |
| CCCc1[nH]nc2c1C(c1ccc(OC)c(CSC3=NCCS3)c1)C(C#N)=C(N)O2 (centres undefined) | -6.6 |
| Cc1cccc(OCCCSc2nc3ccccc3[nH]2)c1 | 14.7 |
| CCCCSc1ccc2nc(-c3ccc(C#N)cc3)cn2c1 | 4.9 |
| Cc1cc(C)cc(-n2nnc(C(=O)NCc3ccc(Cl)cc3)c2N)c1 | -5.8 |
| COc1ccccc1NC(=O)CN(Cc1ccccc1)S(C)(=O)=O | 5.6 |

Next compounds follow:
| mol | RAD54 branch |
| --- | --- |
| COC(=O)c1ccccc1NC(=O)COC(=O)c1ccc(C)c(NC(=O)c2ccco2)c1 | 0.0 |
| O=C(Nc1nncs1)c1cccnc1Cl | 2.9 |
| CCOC(=O)c1c(C)[nH]c(C(=O)COC(=O)/C=C/c2ccc(OC(F)F)cc2)c1C | -7.0 |
| CCc1ccc(N(C(C)=O)C2C=CS(=O)(=O)C2)cc1 (centres undefined) | -11.4 |
| CN(C)S(=O)(=O)c1ccc(C(=O)NCCOc2ccccc2)cc1 | -2.3 |
| OC(COc1ccccc1Cl)CN1CCN(CC(O)COc2ccccc2Cl)CC1 (centres undefined) | 4.2 |
| O=C(O)Cn1nnn(-c2ccccc2)c1=S | -0.5 |
| COc1cc(OC)c(NC(=O)Cn2cccc2)cc1Cl | -0.1 |
| O=C(O)C1CCCCC1C(=O)Nc1cccc(Cl)c1Cl (centres undefined) | -15.0 |
| O=C1CC(C(F)(F)C(F)(F)C(F)(F)F)=Nc2ccccc2N1 | -2.7 |
| O=C1CSC(c2cn(-c3ccccc3)nc2-c2cc3ccccc3o2)N1Cc1ccccc1 (centres undefined) | 3.0 |
| CCc1[nH]nc2c1C(c1ccc(Br)s1)C(C#N)=C(N)O2 (centres undefined) | 8.5 |
| O=c1c2ccccc2oc2nc(-c3ccco3)n(Cc3ccccc3)c(=O)c12 | 3.6 |
| CCOC(=O)C1CCN(S(=O)(=O)c2ccc3c(c2)CCCN3C(C)=O)CC1 | -0.3 |
| Oc1ccc(Br)cc1-c1cc(-c2ccccc2)n[nH]1 | -2.4 |
| COC(=O)c1cc(S(=O)(=O)N2CCOCC2)c(Cl)cc1N1CCOCC1 | 7.0 |
| N#CC1=C(N)SC2(CCCCC2)SC1c1ccccc1 (centres undefined) | -8.1 |
| CCCNC(=O)CC1C(=O)N(Cc2ccccc2)C(C)c2nc3ccccc3n21 (centres undefined) | 3.1 |
| COc1ccc(-c2cc3ccccc3n2CC(O)CNCCO)cc1 (centres undefined) | -0.6 |
| COC(=O)c1nnn(CC(=O)NC(=O)Nc2ccccc2)c1C(=O)OC | -4.8 |
| CCc1ccccc1NC(=O)CSC1=C(C#N)C(c2ccc(O)c(OC)c2)C2=C(CCCC2=O)N1 (centres undefined) | -13.7 |
| CC(C)c1nnc(SCC(=O)NCc2ccc3c(c2)OCO3)n1C | 2.9 |
| N#Cc1nc(COc2ccc(F)cc2)oc1N1CCCC1 | -2.2 |
| COc1ccc(N=CC2=C(O)c3ccccc3C2=O)cc1 | -1.1 |
| COc1ccc(-c2cc3nc(C)c(CCC(=O)NC(C)CCc4ccco4)c(C)n3n2)c(OC)c1 (centres undefined) | -1.4 |
| C[N+]1=C(/C=C/Nc2ccccc2Cl)C(C)(C)c2ccccc21 | -11.6 |
| O=c1cc(CN2CCN(C/C=C/c3ccccc3)CC2)c2cc(O)c(-c3ccccc3)cc2o1 | -14.7 |
| O=C(O)CSc1nnc(-c2cccs2)n1-c1ccc(Cl)cc1 | 8.3 |
| Cc1ccc(NC2CCCN(C(=O)c3ccc(C)c(N4CCNC4=O)c3)C2)cc1C (centres undefined) | 6.4 |
| COc1ccc(Br)cc1C(=O)NCc1cccnc1 | 2.6 |
| COC(=O)CSC1=C(C#N)C(=O)NC(c2ccccc2)S1 (centres undefined) | -5.5 |
| CC(=O)/C(C#N)=C1\NC(=O)C(Cc2ccccc2)S1 (centres undefined) | -9.1 |
| Cc1ccc(NC(=S)NC2CCCC2)cc1 | -4.0 |
| COc1ccccc1NC(=O)C(=O)NNC(=O)c1ccco1 | 8.1 |
| CN(C)c1nc(-c2ccccn2)nnc1-c1ccccc1 | 7.4 |
| CCC(=O)Nc1sc2c(c1C#N)CC(C)(C)NC2(C)C | -0.1 |
| COc1ccc(-c2noc(-c3ccccc3-c3ccccc3)n2)cc1OC | -1.5 |
| COc1ccc(-n2c(SC3CCOC3=O)nc3ccccc32)cc1 (centres undefined) | -3.9 |
| C#CCOCCOCCOCCNc1nc(N2CCN(C(=O)[C@H]([C@@H](C)CC)n3cc([C@@H](N)CC(C)C)nn3)CC2)nc(N2CCN(C(=O)[C@H](CCCCN)n3cc([C@@H](N)CC(C)C)nn3)CC2)n1 | 10.8 |
| Cc1cc(NC(=O)CN2CCCC(C)C2)n(-c2nc3ccccc3s2)n1 (centres undefined) | 0.3 |
| CCn1c(=S)sc2c(=O)n(-c3ccccc3)c(SCC(=O)NCc3ccco3)nc21 | -6.4 |
| Cc1ccc(NC(=O)N2CCCC2C(=O)NCc2cccs2)cc1 (centres undefined) | -7.1 |
| COc1cc(-c2nc(N)n[nH]2)cc(OC)c1OC | 8.3 |
| O=C(COc1ccc2ccccc2c1)N/N=C/C1CC=CCC1 (centres undefined) | 2.7 |
| Cc1oc(-c2ccccc2)nc1Cn1cccc1C1=NC(c2ccccc2)CO1 (centres undefined) | -8.7 |
| CC(=O)c1cccc(N(CC(=O)NCC2CCCO2)C(=O)CCC(=O)Nc2cc(C)on2)c1 (centres undefined) | -0.5 |
| Cc1sc(N/N=C/c2cccnc2)nc1-c1ccccc1 | 4.3 |
| Fc1ccc(C2CC(c3ccccc3)n3ncnc3N2)cc1 (centres undefined) | 3.9 |
| COc1cccc(-c2cc(C(F)(F)F)nc(N3CCC(C)CC3)n2)c1 | 2.1 |
| CCN1CCN(C(=O)/C=C\C(=O)O)CC1 | 1.7 |

Continued:
| mol | RAD54 branch |
| --- | --- |
| O=C(c1ccco1)N1CCN(S(=O)(=O)c2ccc(C3CCCCC3)cc2)CC1 | -3.8 |
| Cc1cc2nnc(SCC(=O)OC(C)C)n2c2ccccc12 | 2.5 |
| Cn1c(=O)c2c(ncn2CC(=O)N2CCc3ccccc3C2)n(C)c1=O | -2.0 |
| Cc1ccc(C)c(CSc2nnc(-c3cccnc3)n2N)c1 | 0.1 |
| COc1ccc(-n2nc(C(=O)NCC(=O)NCc3ccco3)c3ccccc3c2=O)c(OC)c1 | -1.7 |
| COC(=O)C1=C(C)Nc2ncnn2C1c1cccnc1 (centres undefined) | 5.9 |
| O=C(/C=C/N1CCOCC1)c1coc2ccccc12 | -3.0 |
| NNc1nc(NCc2ccccc2)nc(N2CCOCC2)n1 | 3.7 |
| CCCN1C(=O)/C(=C/c2ccc(C)s2)NC1=S | 0.8 |
| COCCNC(=O)CC(c1ccccc1)c1ccccc1 | 9.8 |
| c1ccc(-c2nnc(SCCC3OCCCO3)o2)cc1 | 2.0 |
| O=C(NCc1ccco1)c1ccc(COCC(F)(F)C(F)F)cc1 | -0.9 |
| COC(=O)c1ccc(N2CCOCC2)c(F)c1 | 5.3 |
| CCc1ccc2c(c1)C(c1cccs1)=NNC(c1cccnc1)=N2 | -0.1 |
| Cc1ccc(C(C)n2cc(C(=O)NCCN3CCN(C)CC3)nn2)cc1 (centres undefined) | 7.3 |
| CC(=O)Nc1cc(C(F)(F)F)ccc1Oc1cccc(Br)c1 | -1.8 |
| CC(C)(C)n1nnnc1CN(Cc1ccc(F)cc1)Cc1ccco1 | 1.3 |
| COc1ccc(NC(=O)NCCN2CCc3ccccc3C2)cc1 | -9.6 |
| COc1ccc(C(=O)NNC(=O)c2cnccn2)cc1[N+](=O)[O-] | -1.9 |
| COc1cc(C2NC(=O)NC(C)=C2C(=O)OC(C)(C)C)ccc1OCC(N)=O (centres undefined) | -5.3 |
| CC(=O)Oc1ccc(-c2ccc(C(=O)O)cc2)cc1 | -6.8 |
| CCOc1ccc(-c2cc(N3C(=O)Nc4ccccc4N3O)on2)cc1 | -4.2 |
| CCCC/C(O)=N\S(=O)(=O)c1ccc(N=NN(C)C)cc1 | 7.5 |
| CCCCn1cnc2c(cnn2-c2ccc(F)cc2)c1=O | 2.6 |
| Cc1cc(C)n(-c2nc(SCC(=O)N3CCCC3)c3c4c(sc3n2)CCCC4)n1 | 10.2 |
| Cc1ccc(CNC(=O)CS(=O)CC(=O)O)cc1 (centres undefined) | -5.8 |
| O=C(c1cc2nc(C3CC3)cc(C(F)(F)F)n2n1)N1CCCC1 | 4.0 |
| COC(=O)c1c(NC(=O)COC(=O)Cn2cnc3ccccc32)sc(C)c1C | -0.9 |
| COCCCNC(=O)Cn1nc(-c2ccccc2OC)ccc1=O | -4.4 |
| COCCCNC(=O)COc1ccc(S(=O)(=O)NCc2ccccc2)cc1Cl | -8.6 |
| CC(C)c1ccc(NC(=O)CCN2C(=O)c3ccc([N+](=O)[O-])cc3C2=O)cc1 | 1.3 |
| Cc1cccc(NC(=S)NNC(=O)CCn2nc(C)c([N+](=O)[O-])c2C)c1 | -1.4 |
| COc1cccc(/C(O)=C2/C(=O)C(=O)N(c3cc(C)on3)C2c2cccs2)c1 (centres undefined) | -11.3 |
| COc1ccc(N=C2NC(=O)S/C2=C\c2ccc(N(C)C)cc2)cc1 | -13.5 |

Compound activity as filed in PubChem BioAssay.

Only part of the results is shown (hit frequency here may not be typical).
